Screening results as filed in PubChem BioAssay.
UBC13 polyUb – inhibitors of human UBC13 polyubiquitin chain formation; inhibition, % at 20 µM; 330,000 tested, 0.47% active; TR-FRET; AID 485273; in the data active means inhibition above about 45%, passing the limit was not always enough
Target sequence (P61088 whole entry, looked up): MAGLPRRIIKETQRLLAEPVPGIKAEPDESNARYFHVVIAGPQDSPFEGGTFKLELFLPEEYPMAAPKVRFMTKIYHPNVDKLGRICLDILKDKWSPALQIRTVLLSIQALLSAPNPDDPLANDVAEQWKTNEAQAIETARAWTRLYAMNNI
beta cell repl – inducers of beta-cell replication in MIN6 cells. MIN6 cells proliferation, ATPlite luminescence, 48 h; cells starved in 0.2% serum; 100% = growth in 10% serum. proliferation, % at 10 µM. 330,000 tested, 0.29% active. AID 2380;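 active means compounds whose signal lies at least 3.5 SD above the mean of all wells on their plate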;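 further: 0% = DMSO-treated cells in low-serum medium and 100% = 10% serum control; some compounds called inactive have numbers as strong as hits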
HKDC1 inh – HKDC1 (human) hexokinase inhibition; inhibition, % at 20 µM; Q2TB90; AID 493160; 340,000 tested, 0.16% active; recombinant HKDC1, G6PDH/diaphorase resazurin coupled fluorescence;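 active means inhibition above about 35% when tested at 20 µM, limit read from the data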;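 further: plate controls were DMSO wells with enzyme for no effect and DMSO wells lacking enzyme for full effect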
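Assay system: recombinant HKDC1 hexokinase; detection: coupled resazurin fluorescence, excitation 525 nm, emission 613 nm; benchmarks: DMSO-plus-enzyme-mix negative control, buffer-substituted positive control; compound dosing: single 20 µM dose; schedule: 90 min at room temperature in dark; also added: glucose plus 1 mM ATP as hexokinase substrates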
SENP8 block-1 – blocks human SENP8 cleavage of Nedd8 substrate; recombinant SENP8, Nedd8 substrate fluorescence; inhibition, % at 20 µM; 360,000 tested, 0.64% active; AID 602440; in the data active means inhibition mostly above about 40%, no sharp cut-off; inactive means mostly below about 27%
Target sequence (Q96LD8 whole entry, looked up): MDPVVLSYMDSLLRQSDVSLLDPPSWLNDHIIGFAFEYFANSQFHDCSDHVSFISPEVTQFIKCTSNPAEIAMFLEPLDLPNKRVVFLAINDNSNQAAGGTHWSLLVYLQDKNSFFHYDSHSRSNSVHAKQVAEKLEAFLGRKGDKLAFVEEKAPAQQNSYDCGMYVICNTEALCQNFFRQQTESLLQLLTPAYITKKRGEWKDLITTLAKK
SENP1 inh – blocks the human SENP1 SUMO protease catalytic domain; AID 624204; Q9P0U3; recombinant SENP1 catalytic domain, CyPet-SUMO1-YPet FRET cleavage; inhibition, % at 10 µM; 360,000 tested, 0.21% active;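 active means inhibition at least 30% at 10 µM, raw YFP signal under a set limit, fluorescence ratio 0.5 to 1.5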;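 further: 0% = enzyme with DMSO and 100% = no enzyme wells; some results filed as inactive read as strong as hits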
Target sequence (Q9P0U3 419-644 limits assumed): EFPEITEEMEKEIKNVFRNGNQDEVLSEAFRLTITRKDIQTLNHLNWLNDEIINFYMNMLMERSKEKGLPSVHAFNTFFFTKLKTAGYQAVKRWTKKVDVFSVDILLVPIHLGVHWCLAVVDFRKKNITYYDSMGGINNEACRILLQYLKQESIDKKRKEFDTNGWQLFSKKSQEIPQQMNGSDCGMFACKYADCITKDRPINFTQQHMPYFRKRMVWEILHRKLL
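System: Recombinant human SENP1 catalytic domain, His6-tagged | Incubation: Enzyme reaction for 50 min at room temperature, dark | Medium: Tris pH 8 with BME, BSA, NP40 and catalase | Also added: 25 nM SUMO1 FRET substrate | Compound: 10 µM single point, 0.5% DMSO | Measured by: FRET fluorescence in CFP and YFP emission channels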
SENP7 block – inhibitors of human SENP7 protease; recombinant SENP7, Z-RLRGG-aminoluciferin luminescence, 40 min; 330,000 tested, 1.5% active; inhibition, % at 5 µM; AID 434973; Q9BQF6;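 active means inhibition above about 50% at the single test dose, limit read from the data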;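 further: plate controls were DMSO with enzyme for no effect and no enzyme buffer wells for full effect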
SENP8 block-2 – inhibitors of human SENP8 protease; Q96LD8; AID 2540; inhibition, % at 10 µM; purified SENP8, Z-RLRGG-aminoluciferin cleavage, luminescence; 330,000 tested, 1.2% active; in the data active means inhibition above about 50%
PfG6PD inh – PfG6PD (Plasmodium falciparum) enzyme inhibition. PfGluPho enzyme, NADPH resazurin-diaphorase fluorescence. inhibition, % at 20 µM. 350,000 tested, 0.78% active. AID 504690;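 active means inhibition reaching at least a set limit at 20 µM in the primary screen, cut at about 59% in these data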;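 further: 0% = DMSO wells with substrate and 100% = DMSO wells lacking glucose-6-phosphate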
SENP6 inh – SENP6 protease inhibition; inhibition, % at 10 µM; 330,000 tested, 1.8% active; Recombinant SENP6 catalytic domain, aminoluciferin luminescence; Q9GZR1;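 active means inhibition above about 50% at the single tested dose, limit read from the data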;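 further: plate controls were DMSO wells with enzyme for no effect and DMSO wells lacking enzyme for full effect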
Target sequence (Q9GZR1 628-1112 limits assumed): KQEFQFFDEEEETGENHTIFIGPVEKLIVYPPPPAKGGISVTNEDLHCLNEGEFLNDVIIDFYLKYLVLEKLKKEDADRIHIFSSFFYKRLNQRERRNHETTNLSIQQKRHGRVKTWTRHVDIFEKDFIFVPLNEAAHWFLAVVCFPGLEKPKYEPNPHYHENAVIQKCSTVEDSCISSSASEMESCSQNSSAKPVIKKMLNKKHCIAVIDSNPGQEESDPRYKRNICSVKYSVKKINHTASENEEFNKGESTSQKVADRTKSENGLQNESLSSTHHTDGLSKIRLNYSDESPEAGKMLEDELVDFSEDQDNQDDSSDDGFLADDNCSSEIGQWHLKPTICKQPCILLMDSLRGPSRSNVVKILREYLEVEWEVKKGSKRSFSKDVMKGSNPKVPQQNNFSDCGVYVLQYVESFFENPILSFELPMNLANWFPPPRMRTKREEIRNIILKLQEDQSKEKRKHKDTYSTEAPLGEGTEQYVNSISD
* marks the source's active call; other numbers are inactive results; . = not tested or not shown.

SMILES	UBC13 polyUb	beta cell repl	HKDC1 inh	SENP8 block-1	SENP1 inh	SENP7 block	SENP8 block-2	PfG6PD inh	SENP6 inh
COc1cccc(CNC(=O)C2CC(=O)N(c3ccc4c(c3)OCCO4)C2)c1 (stereo not drawn)	-2	1	-7	4	-1	-15	-11	-9	-24
CCOC(=O)CC(=O)NC(CC(=O)OC)c1ccc(C(C)C)cc1 (stereo not drawn)	-1	1	-13	7	-2	-10	-2	-1	-17
O=Nc1c(O)n(Cc2ccc(Cl)cc2)c2ccccc12	15	-3	5	12	-1	1	-15	-29	-15
CC(=O)OCC(=O)[C@@]12OC3(CCCC3)O[C@@H]1C[C@H]1[C@@H]3CCC4=CC(=O)C=C[C@]4(C)[C@@]3(F)[C@@H](O)C[C@@]12C	9	-7	-1	3	0	0	5	17	-5
CCNc1nc(NCc2ccccc2)nc(SCC(N)=O)n1	4	-1	-5	10	0	0	7	-5	-4
COC(=O)c1ccccc1N=Nc1c(N)n[nH]c1N	-10	-1	-1	26	3	-2	1	13	-42
CSc1ccc(CN(C)C(=O)CNC(=O)c2ccc3c(c2)OCO3)cc1	1	-4	-4	8	0	0	0	-3	6
COc1ccc(/C=C(/C(=O)c2cccs2)N2C=CC=CC2=C(C#N)C#N)cc1	.	.	10	-248	-24	.	.	56	.
COc1ccc(C(C(=O)NC2CCCC2)N(C(=O)c2snc(-c3ccc(F)cc3)c2N)c2cccc(F)c2)cc1 (stereo not drawn)	6	-5	-14	-182	2	-5	-15	-9	-1
Cc1cc(C)cc(NC(=S)N2CCC(NC(=O)c3ccc(F)cc3)CC2)c1	-2	-2	-7	12	4	-4	-8	8	-16
COc1ccc(NC2CCCN(C(=O)c3cccc(C)n3)C2)cc1OC (stereo not drawn)	-14	1	12	24	-1	-9	-7	30	3
COc1ccc(-c2cn3cc(C)ccc3n2)cc1F	11	-5	-5	-408	1	78*	69*	107*	77*
COc1cccc(Nc2c(Nc3cccc(OC)c3)c(=O)c2=O)c1	-14	0	5	-298	-6	5	2	-3	1
C=CCOc1nc2c(c(=O)n(Cc3ccc(Cl)cc3)c(=O)n2C)n1C	8	-2	-3	0	5	5	4	-21	-4
Cc1ccc(-c2nc(CN(Cc3c(C)nn(C)c3C)C(C)C)c(C)o2)o1	9	1	2	-30	-1	8	-2	-14	6
CC(Oc1ccc(Br)cc1)C(=O)Nc1ccc(S(=O)(=O)Nc2nccs2)cc1 (stereo not drawn)	-12	1	2	-6	3	-2	11	-8	15
N#Cc1ccsc1NC(=O)C1CCN(S(=O)(=O)c2cccs2)CC1	10	0	4	5	0	-1	6	5	-8
O=C(Nc1cccc(-c2cn3cccnc3n2)c1)c1cccs1	14	0	19	-414	0	-4	-2	-11	-26
CN(C)C(=O)N1CCN(c2nc(-c3ccccc3)cs2)CC1	2	-4	-4	20	0	4	0	-8	-16
COc1ccc(-c2csc(NC(=O)c3ccccc3NS(=O)(=O)c3ccc(F)c(F)c3)n2)cc1	-24	-5	5	-230	0	-5	4	-1	12
CCN1CCN(C(c2cccs2)C(C)NC(=S)Nc2cccc(C)c2C)CC1 (stereo not drawn)	8	-2	-4	18	1	-1	4	-1	-12
COc1ccc(C(=O)N2CCN(c3ccccc3)CC2)cc1S(=O)(=O)N1CCCC1	-5	-1	0	6	2	9	-8	-7	-9
CCN(CC)c1nc(-c2ccc(Cl)cc2)cc(C(F)(F)F)c1C#N	5	-3	2	-380	7	4	4	7	4
CCn1c2ccccc2c2cc(NC(=O)C3CCN(S(=O)(=O)c4cccs4)CC3)ccc21	-6	1	1	-29	1	-16	-9	-7	-14
Cc1ccc(S(=O)(=O)NCCC(=O)OCn2nnc3ccccc3c2=O)cc1	-5	-2	-4	7	1	-4	-6	1	-21
O=C(Nc1ccc(F)c(Cl)c1)C1CCCC1	8	-1	1	-1	0	3	-9	1	-8
O=c1cc(CO)oc(CN2CCN(c3ccccc3)CC2)c1O	11	0	-3	28	2	6	-3	-26	4
C=CCN=C1CC(C)(C)CC(=O)/C1=C(\O)CCCN1C(=O)c2ccccc2C1=O	2	1	1	18	0	-1	-4	-5	-18
CC(C)N=C(NC#N)SCc1ccccc1	0	-2	-1	6	0	-1	3	4	-4
c1coc(C2=NCCc3ccccc32)c1	-3	-1	-5	6	1	8	3	7	3
COC(=O)[C@H](NC(=O)c1cc(-c2ccccc2)nc2ccccc12)c1ccccc1	8	-1	-1	-18	2	2	5	28	7
Cc1ccc(S(=O)(=O)N2CCC(C(=O)N[C@@H](C)C(=O)NC3CCCCC3)CC2)cc1	-1	-3	-1	8	2	0	-13	-9	4
CCC(C)(C)n1nnnc1C(c1ccc(N(C)C)cc1)N1CCN(C2CCCCC2)CC1 (stereo not drawn)	.	.	-10	19	2	.	.	-8	.
O=C(COC(=O)CNC(=O)c1cccc([N+](=O)[O-])c1)NCc1ccco1	-18	-4	-3	11	1	-5	-1	7	-8
CN(C)S(=O)(=O)c1ccc(C(=O)Nc2nnc(SCc3ccccc3)s2)cc1	1	0	-7	-274	1	1	1	-21	9
O=C(NCc1ccc2c(c1)OCO2)c1ccc2c(c1)C(=O)N(CC1CCCO1)C2=O (stereo not drawn)	5	0	-12	23	0	-1	5	-13	2
Cc1ccc(N(CC(=O)N2CCN(c3ccccc3F)CC2)S(=O)(=O)c2c(C)noc2C)cc1	-2	-5	2	2	3	-12	-8	-7	-6
COC(=O)[C@H](Cc1ccccc1)NC(=O)NCCc1ccc(F)cc1	0	-3	-1	27	3	3	-2	-9	-28
CCOC(=O)C1(CCOC)CCN(Cc2ccc3nonc3c2)CC1	10	-1	-4	17	1	-3	-3	5	-5
Cc1c(Nc2nc3ccccc3nc2N2CCN(c3ccccc3)CC2)c(=O)n(-c2ccccc2)n1C	-20	-5	10	-10	-4	1	-7	17	-7
COc1ccccc1CNC(=O)OCc1nccnc1C(=O)Nc1ccc(Br)cn1	-10	-1	-2	-4	3	20	-10	-7	14
O=C(Oc1ccc(-c2cnc3ccccc3n2)cc1)c1cccc([N+](=O)[O-])c1	-3	-2	9	-64	1	1	14	12	24
N#Cc1ccccc1Oc1ccccc1C=O	3	-4	-6	7	1	2	-1	-2	-4
COc1ccc(C)cc1NC(=O)C1CCC(CNc2c(N3CCOCC3)c(=O)c2=O)CC1 (stereo not drawn)	3	-1	4	13	-6	-9	8	4	1
O=C(NC(=S)NC1CCS(=O)(=O)C1)c1ccccc1F (stereo not drawn)	-3	-3	1	7	2	-5	-2	8	0
Nc1nc(N)c2c(n1)CCCC2	-4	-2	-6	16	0	1	-5	1	15
N/C(=N\OC(=O)Nc1ccccc1)c1cccc(C(F)(F)F)c1	3	4	2	-19	1	-8	-8	-11	-23
CC(=O)Oc1cc(C(=O)OCC(=O)NC23CC4CC(CC(C4)C2)C3)cc(OC(C)=O)c1OC(C)=O	.	.	-1	0	1	.	.	1	.
CCOC(=O)N1CCN(CC(=O)NC(=O)Nc2ccc3c(c2)OCCO3)CC1	-5	0	-3	9	1	-4	-12	5	-10
Cc1ccc(Nc2nc(=O)c3cccnc3s2)cc1	-6	-1	-4	-2	3	-7	1	31	15
Cc1ccc(C2C(C#N)=C(N)Oc3n[nH]c(-c4cccs4)c32)s1 (stereo not drawn)	-25	2	-1	17	1	15	0	3	12
CC1CCN(CCCN2C(=O)C3C(C(=O)Nc4cccc(Cl)c4)C4C=CC3(O4)C2C(=O)NC2CCCCC2)CC1 (stereo not drawn)	9	0	-7	6	0	4	-1	5	-24
Cc1ccnc(NC(=O)c2ccc(OCC3CCCO3)cc2)c1 (stereo not drawn)	1	-7	-2	5	-1	83*	75*	6	84*
CN(CC(=O)Nc1ccc(F)c(F)c1)S(=O)(=O)c1cccc2cccnc12	-4	6	-1	14	-9	0	8	-1	4
C=CCSc1ncnc2sc(C)c(C)c12	-2	-1	-2	-7	2	-22	0	-10	-2
O=C(CSc1nc2ccsc2c(=O)n1NC(=O)c1ccccc1)NCc1ccco1	2	1	-3	9	-2	-1	4	-7	3
COc1cccc(NC(=O)c2nc(SC)ncc2Cl)c1	8	-1	3	10	-3	-1	7	-21	-7
CC(C)(C)N(NC(=O)c1ccccc1)C(=O)c1cccc(C(=O)N(NC(=O)c2ccccc2)C(C)(C)C)c1	1	0	-7	18	3	2	4	-12	7
COc1ccc(CCNC(=O)c2cccc(S(=O)(=O)N3CCOCC3)c2)cc1OC	-9	1	0	5	-2	-2	-12	3	-19
Cc1cccc(OCCCSc2nc3ccc(C)cc3[nH]2)c1	2	-2	2	20	1	5	-11	28	-9

(next part)
SMILES	UBC13 polyUb	beta cell repl	HKDC1 inh	SENP8 block-1	SENP1 inh	SENP7 block	SENP8 block-2	PfG6PD inh	SENP6 inh
COc1ccc2[nH]c(C(=O)N3CCc4ccccc4C3)c(C)c2c1	17	-1	6	-134	0	5	-1	25	-6
COC(=O)c1ccccc1COn1c(=O)c(C)[n+]([O-])c2ccccc21	-7	-1	-3	-74	5	-8	-1	23	-34
CCN1CCN(C(=O)CN(CCc2ccccc2)S(C)(=O)=O)CC1	-5	-1	-6	4	2	8	7	3	-3
Cc1ccc(-c2[nH][nH]c(=O)c(=O)c2N=Nc2ccccc2)cc1	-24	-3	8	32	2	-5	8	-27	-16
O=C(NCCc1ccccc1)c1ccc2c(c1)S(=O)(=O)N=C1CCCCCN12	-3	-1	3	6	1	-14	-6	9	-4
Cc1cc(NC(=O)C(C)C)n(-c2nc3ccccc3s2)n1	3	3	-6	-11	-8	2	10	-6	5
O=c1[nH]cnc(O)c1C(c1ccc2c(c1)OCO2)c1c(O)nc[nH]c1=O	-7	-2	-11	-2	-4	-9	-13	-6	-8
Cn1nc(C(=O)N2CCN(c3ccccc3)CC2)c2c1-c1ccccc1S(=O)(=O)C2	3	-1	-2	14	0	-4	-8	-7	-8
COc1ccc(CCNc2nc(Cl)nc(NC(C)(C)CO)n2)cc1OC	11	-3	3	-6	0	-5	-2	12	-2
CC(=O)c1cccc(NC(=O)NNC(=O)c2ccc3ccccc3c2)c1	8	-1	2	3	2	0	4	6	0
CCc1nc(SCC(N)=O)c2c(=O)n(C)c(=O)n(C)c2n1	0	-4	-3	5	2	-5	4	2	-4

As entered above.
Cn1nc(C(=O)N2CCN(c3ccccc3)CC2)c2c1-c1ccccc1S(=O)(=O)C2 in HKDC1 inh is entered as -2
O=C(NCCc1ccccc1)c1ccc2c(c1)S(=O)(=O)N=C1CCCCCN12 in SENP1 inh is entered as 1

Compound profiles, from the list above.
Shown for CN(CC(=O)Nc1ccc(F)c(F)c1)S(=O)(=O)c1cccc2cccnc12 = UBC13 polyUb = -4; beta cell repl = 6; HKDC1 inh = -1; SENP8 block-1 = 14; SENP1 inh = -9; SENP7 block = 0; SENP8 block-2 = 8; PfG6PD inh = -1; SENP6 inh = 4
Shown for CCC(C)(C)n1nnnc1C(c1ccc(N(C)C)cc1)N1CCN(C2CCCCC2)CC1 (stereo not drawn) = UBC13 polyUb = .; beta cell repl = .; HKDC1 inh = -10; SENP8 block-1 = 19; SENP1 inh = 2; SENP7 block = .; SENP8 block-2 = .; PfG6PD inh = -8; SENP6 inh = .
Shown for CCN1CCN(C(=O)CN(CCc2ccccc2)S(C)(=O)=O)CC1 = UBC13 polyUb = -5; beta cell repl = -1; HKDC1 inh = -6; SENP8 block-1 = 4; SENP1 inh = 2; SENP7 block = 8; SENP8 block-2 = 7; PfG6PD inh = 3; SENP6 inh = -3
